LYP phosphatase: inhibitors of LYP phosphatase, biochemical, fluorescence intensity, uHTS (AID 1779); recombinant LYP phosphatase, fluorescence intensity; higher % means a stronger effect; 290,000 compounds, 0.054% hits; inhibition, % at 11.5 µM, or IC50 in µM where a hit was titrated;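 further: plate controls were vehicle with enzyme for no effect and no enzyme for full effect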
HIV fusion peptide: inhibitors of HIV fusion peptide binding, primary screen, biochemical, uHTS, fluorescence dequenching (AID 1986) | inhibition, % at 20 µM; hits with a dose series show IC50 in µM | cell-free peptide binding, fluorescence dequenching, 30 min; higher % means a stronger effect | 290,000 compounds, 0.3% hits; in the data active means inhibition mostly above about 52%, no sharp cut-off; inactive means mostly below about 76%; further: some results filed as inactive read as strong as hits
Myeloid diff 2: induction of myeloid progenitor differentiation, primary screen, cell-based, flow cytometry, MLPCN library. 360,000 compounds, 1% hits. ER-HoxA9 myeloid progenitors, lysozyme-GFP differentiation. calls only at 10 µM;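 active means normalized GFP-positive differentiation at or above the plate's own cutoff, the solvent-only control mean plus 3 SD; inconclusive means no clear call, values can overlap the other calls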;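 further: cells exposed to compound for four days before flow analysis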
NOD2 inhibition: NOD2 signaling inhibitors, cell-based, luminescence, uHTS, HEK293 (AID 1566); HEK293 NOD2/NF-kB luciferase reporter, luminescence; higher % means a stronger effect; one-dose inhibition, % at 4 µM; EC50 in µM for titrated hits; 290,000 compounds, 0.63% hits; further: many of its hits are not listed in these tables
Siah-1 displacement: Siah-1 peptide-binding antagonists, primary screen, biochemical, fluorescence polarization, rhodamine-plectin, uHTS (AID 1817); E3 ubiquitin-protein ligase SIAH1 (Homo sapiens); Siah-1 / rhodamine-plectin peptide fluorescence polarization; higher % means a stronger effect; displacement, % at 20 µM; hits with a dose series show IC50 in µM; 290,000 compounds, 0.02% hits;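 active means displacement of at least 50% at 20 µM, with a fluorescence ratio check between 0.3 and a set limit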;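 further: plate controls were Siah plus tracer with DMSO for no effect and tracer alone without Siah for full effect; strong numbers were not always called active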
Lipid droplet: inhibitors of hepatocyte lipid droplet formation, primary screen, imaging, high-throughput imaging, BODIPY stain. AML12 mouse hepatocytes, oleate lipid droplets. inhibition, % at 6.5 µM. 240,000 compounds, 0.4% hits. AID 1656, 2009;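 active means lipid droplet intensity inhibited by at least 50%, with more than 500 cells counted; inconclusive means wells with under 300 cells, treated as cytotoxic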
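Material – AML12 mouse liver cells · Also added – oleate loading, 100 µM · Compound dosing – 6.5 µM single-point dosing · Times – overnight treatment with compound plus oleate · Measured by – fluorescence imaging, 20x objective, two fields per well · Read-out – percent inhibition of filter-corrected integrated lipid droplet intensity per well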
AID2073: inhibitors of Mint1-CaV2.2 protein interaction, biochemical, HTRF (AID 2073). Voltage-dependent N-type calcium channel subunit alpha-1B (Homo sapiens). 290,000 compounds, 0.19% hits. HTRF protein-protein interaction, Mint1-CaV2.2; higher % means a stronger effect. inhibition, % at 20 µM; hits with a dose series show IC50 in µM; in the data active means inhibition mostly above about 51%, no sharp cut-off; inconclusive means no clear call, values can overlap the other calls; inactive means mostly below about 53%; further: some results filed as inactive read as strong as hits
NS5 inhibitors: Dengue-2 NS5 methyltransferase inhibitors, primary screen, biochemical, confirmation dose response (AID 588689); 340,000 compounds, 0.3% hits; Dengue-2 NS5 methyltransferase capping enzyme assay, biochemical; higher % means a stronger effect; inhibition, % at 25 µM, or IC50 in µM where a hit was titrated; Genome polyprotein (Dengue virus type 2 (strain 16681-PDK53)); in the data active means a potency from the dose series; inconclusive means inhibition above about 29% without an active follow-up result
XIAP displacement: XIAP antagonists, biochemical, IAP family, fluorescence polarization (AID 1018). E3 ubiquitin-protein ligase XIAP (Homo sapiens). XIAP BIR domain, fluorescence polarization peptide displacement; higher % means a stronger effect. one-dose displacement, % at 20 µM; IC50 in µM for titrated hits. 200,000 compounds, 0.007% hits; in the data active means displacement above about 50%; further: a part of the inactive calls stands beside numbers as strong as those of hits
Lipid droplet cells 6.5 µM: recorded beside Lipid droplet, whose call it bears; cell count; measured here: cell count, cytotoxicity flag;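 cells counted across two imaged fields per well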
Myeloid diff 2 GFP+ MAC1+ %: further read-out of Myeloid diff 2, marked with its call; GFP+ MAC1+ double positive, %; measured here: differentiation confirmed by MAC1 staining
An asterisk follows results filed as active; i = inactive; ? = inconclusive; . = not tested or not shown; + = active, no number; & = joins results of further samples. Unless noted, no stated cut-off is given here; in the data, active means inhibition above about 50%; inactive means the rest.

mol	LYP phosphatase	HIV fusion peptide	Myeloid diff 2	Myeloid diff 2 GFP+ MAC1+ %	NOD2 inhibition	Siah-1 displacement	Lipid droplet	Lipid droplet cells 6.5 µM	AID2073	NS5 inhibitors	XIAP displacement
COC(=O)c1ccc(-n2nnnc2SCC(=O)Nc2cc(OC)ccc2OC)cc1	-8%	-2.7%	i	2.5	9%	3%	.	.	3%	-4%	-1.1%
CCOC(=O)C1CCN(C(=O)c2ccccc2N(C)S(C)(=O)=O)CC1	-2%	-1.5%	i	0.4	-9%	0%	-15	735	0%	-2%	-6.9%
Cc1cc(N2C(=O)C3C4CC(C(Br)C4Br)C3C2=O)no1 (configuration not stated)	6%	1.0%	i	2.5	4%	-5%	6	758	1%	3%	-8.9%
COc1ccc(NC(=S)N(CCC(C)C)C(C)c2ccncc2)cc1 (configuration not stated)	-6%	-0.9%	i	0.5	2%	-3%	6	745	-11%	1%	.
CCCC1=C(C(=O)OCC)C(/C=C/c2ccccc2)n2ncnc2N1 (configuration not stated)	4%	5.7%	i	0.8	4%	5%	10	780	3%	-1%	-18%
CCOC(=O)C1CCCN(C(=O)c2sc3nc(-c4ccccc4)cn3c2C)C1 (configuration not stated)	0%	5.4%	i	0.6	-15%	2%	.	.	5%	-8%	-4.5%
COc1cccc(CN(C(=O)c2cc3ccccc3oc2=O)C2CC2)c1	-14%	0.8%	i	0.6	-24%	-3%	-12	700	4%	4%	-1.8%
CCCOC(c1ccccc1)(c1ccccc1)C(Oc1nc(C)cc(C)n1)C(=O)O (configuration not stated)	-5%	0.3%	i	0.8	12%	-5%	3	853	8%	-3%	.
O=C(c1ccccc1)c1nc2ccccc2n(CCCn2c(=O)c(C(=O)c3ccccc3)nc3ccccc32)c1=O	-2%	0.5%	+	4.0*	14%	0%	.	.	8%	-16%	-2.1%
NC(=O)CSc1nnc(-c2ccccc2F)n1C1CC1	-4%	-1.0%	i	0.4	-7%	8%	.	.	-4%	-4%	.
Cc1occc1C(=O)N1CCCC(Nc2ccc(F)c(F)c2)C1 (configuration not stated)	3%	2.2%	i	0.2	12%	0%	-6	700	11%	1%	.
CN(C)S(=O)(=O)c1cccc(C(=O)NC2CCCc3ccccc32)c1 (configuration not stated)	1%	0.6%	i	0.0	11%	4%	1	767	-5%	-1%	-3.2%
COc1ccc(C)cc1NC(=O)CCNC(=O)Cn1cnc2ccccc2c1=O	-7%	-1.3%	?	.	12%	-4%	-2	824	8%	0%	.
O=C(CSc1nc(C2CC2)nc2c1cnn2-c1ccccc1)Nc1c[nH]c(=O)[nH]c1=O	-2%	-3.8%	i	0.2	13%	21%	7	689	11%	.	-9.5%
O=C(CNC(=O)C1CCCCC1)Nc1ccc(Cl)cc1	-4%	-1.2%	i	2.1	-3%	6%	-17	554	-6%	3%	1.8%
COC(=O)N[C@H](CC(C)=O)c1ccccc1	-7%	0.9%	.	.	3%	0%	5	765	1%	.	-11%
Cc1ccccc1N=C1NC(=O)/C(=C/c2cccnc2)S1	1%	2.3%	i	0.4	-22%	16%	-13	765	-10%	0%	.
O=C(CC1SCCNC1=O)Nc1ccccc1Cl (configuration not stated)	2%	0.9%	i	0.6	-12%	1%	0	656	4%	0%	-4.8%
NC(=O)c1ccc([N+](=O)[O-])cc1SCc1ccccc1	-3%	9.6%	i	0.8	15%	-3%	.	.	-17%	13%	-3.9%
CC(=O)c1ccc(OCC(O)CN2CCOCC2)cc1 (configuration not stated)	0%	1.8%	i	2.5	-4%	2%	.	.	-5%	0%	-4.9%

3 compounds already listed, sorted by molecular weight, high to low.
mol	LYP phosphatase	HIV fusion peptide	Myeloid diff 2	Myeloid diff 2 GFP+ MAC1+ %	NOD2 inhibition	Siah-1 displacement	Lipid droplet	Lipid droplet cells 6.5 µM	AID2073	NS5 inhibitors	XIAP displacement
COc1ccc(C)cc1NC(=O)CCNC(=O)Cn1cnc2ccccc2c1=O	-7%	-1.3%	?	.	12%	-4%	-2	824	8%	0%	.
COc1ccc(NC(=S)N(CCC(C)C)C(C)c2ccncc2)cc1 (configuration not stated)	-6%	-0.9%	i	0.5	2%	-3%	6	745	-11%	1%	.
COC(=O)N[C@H](CC(C)=O)c1ccccc1	-7%	0.9%	.	.	3%	0%	5	765	1%	.	-11%

The results go on:
mol	LYP phosphatase	HIV fusion peptide	Myeloid diff 2	Myeloid diff 2 GFP+ MAC1+ %	NOD2 inhibition	Siah-1 displacement	Lipid droplet	Lipid droplet cells 6.5 µM	AID2073	NS5 inhibitors	XIAP displacement
O=C(CCC(=O)N1CCOc2ccccc21)NCCCN1CCCCC1	-16%	1.4%	i	2.1	20%	-4%	-19	721	0%	-3%	.
CC(C)(C)OC(=O)N1CCC[C@H]1c1nnc(SCc2ccc(Cl)cc2)o1	-3%	-0.2%	i	0.9	6%	4%	-7	646	-1%	-2%	.
Cc1ccc(-c2nc(CSCC(=O)NC3CCN(Cc4ccccc4)CC3)c(C)o2)cc1	-12%	-0.6%	i	0.9	45%	-6%	-22	777	-3%	-10%	.
CC(=O)c1cccc(NC(=O)C2=CC(c3ccco3)=NS(=O)(=O)N2C)c1	-6%	0.2%	i	1.4	7%	-6%	-27	718	1%	1%	.
Cc1ccc(/C=N/NC(=O)C[n+]2ccccc2)o1	0%	-0.9%	i	0.1	5%	0%	-5	692	10%	-7%	-4.2%
CCOc1ccc(N/C=C/C(=O)c2ccccc2)cc1	2%	-1.5%	i	0.6	-176%	5%	-13	795	5%	-4%	.
NS(=O)(=O)c1ccc(NC(=O)c2c(Cl)cccc2Cl)cc1	-8%	0.1%	i	0.3	-2%	-4%	-6	635	-18%	-5%	-13%
O=C(CSc1ncn[nH]1)N1CCCCC1	-8%	1.3%	i	0.5	-2%	12%	-15	638	0%	2%	.
COc1cccc(C2C3=C(N=c4s/c(=C\c5ccc(OCC(=O)O)cc5)c(=O)n42)c2ccccc2CC3)c1 (configuration not stated)	8%	19µM*	.	.	15%	34%	-14	748	36%	.	.
O=C(N1CCCCCC1)N1CCN(C(=O)N2CCOCC2)CC1	-3%	-0.7%	i	1.2	7%	3%	-5	641	3%	.	-1.9%
CC(=O)Nc1ccc(NC(=O)CC2CCCC2)cc1	-7%	1.9%	i	0.1	4%	-2%	-6	829	2%	-2%	.
COc1ccccc1C(=O)NCc1ccc2c(c1)OCO2	-7%	-1.2%	i	12	8%	-3%	.	.	9%	1%	-0.8%
COC(=O)CNC(c1ccccc1)c1cc(Br)ccc1NS(=O)(=O)c1ccccc1 (configuration not stated)	9%	1.8%	i	0.3	-1%	9%	-26	652	13%	-1%	-3.1%
O=C(CSc1nnc(-c2ccc(OC(F)F)cc2)o1)NCc1cccs1	-9%	1.4%	i	0.7	-5%	1%	17	819	-5%	-1%	-14%
CSc1sc(C(=O)NNC(C)=O)c2c1C1(CCC2)SCCS1	-6%	0.6%	i	1.1	8%	14%	-5	689	5%	0%	.
N#CCC(=N)N1CCN(c2ccc(F)cc2)CC1	-6%	-1.0%	i	0.1	8%	-1%	-7	673	-6%	-6%	-8.9%
CCc1ccc(OCC(=O)N/N=C\c2ccco2)c([N+](=O)[O-])c1	1%	24%	i	1.4	-24%	24%	11	710	17%	-6%	-2.1%
O=C(CN1C(=O)NC2(CCCC2)C1=O)Nc1cccc(Cl)c1Cl	-7%	0.8%	i	0.4	-6%	10%	10	828	1%	-7%	.
CC(CNC(=O)c1ccc(C(C)(C)C)cc1)CN(C)C (configuration not stated)	-10%	1.1%	i	0.4	16%	0%	1	749	-2%	-1%	-7.6%
CCN(CC)C(=O)CSc1nnc(C2CCCCC2)o1	-6%	-0.1%	i	0.9	0%	-5%	.	.	-4%	-2%	-1.9%
O=C(COc1ncnc2ccccc12)N1CCN(S(=O)(=O)c2ccc(Cl)cc2)CC1	1%	-1.7%	i	0.4	-2%	1%	.	.	46%	-2%	-4.5%
CCOC(=O)CCCn1c(C)nc(=O)c(-c2ccccc2)c1C	-7%	1.3%	i	1.2	6%	7%	.	.	5%	-4%	2.6%
CCc1ccc(NC(=O)C2CCN(S(C)(=O)=O)CC2)cc1	-3%	-1.9%	i	7.7	18%	3%	-14	669	38%	-6%	-3.3%
CSC(=NCCCN1CCOCC1)NS(=O)(=O)c1cccs1	-8%	-0.9%	i	1.0&0.8	4%	-2%	.	.	9%	2%&-6%	-4.9%
COC(=O)c1cc(NC(=O)Cn2c(=O)oc3ccccc32)cc(C(=O)OC)c1	-6%	-1.2%	.	.	-13%	0%	-6	733	-2%	2%	.
CC1CCCCC1N(C)C1CCN(C(=O)CNC(=O)/C=C/c2cccc(Cl)c2)CC1 (configuration not stated)	-7%	1.3%	i	0.6	-59%	-4%	-33	670	3%	-7%	.
COCCN(C(=O)C(C)C)c1nnc(-c2ccc(C)cc2)s1	-10%	-1.5%	i	0.6	22%	-3%	.	.	0%	5%	-10%
C[C@H](NC(=O)c1nc[nH]c1C(=O)N[C@@H](CCCCNC(=O)OC(C)(C)C)C(=O)OC(C)(C)C)c1ccccc1	15%	2.0%	i	1.5	-2%	-1%	-18	731	11%	1%	.
COc1ccc(C(=O)CSc2nc(-c3ccccn3)nc(C)c2Cl)cc1	-2%	-1.4%	i	0.8	39%	1%	1	682	-3%	-12%	.
O=C(COc1ccc(Cl)cc1)Nc1cc(S(=O)(=O)N2CCCCC2)ccc1N1CCCCC1	2%	-0.2%	.	.	-24%	1%	-35	627	21%	3%	4.5%
C=CCN(c1ccccc1)S(=O)(=O)c1cccc(C(=O)Nc2nnc(SCC)s2)c1	3%	-2.1%	i	1.7	43%	-4%	0	616	14%	-1%	-15%

Assay outcomes as filed in PubChem BioAssay.

A portion of the library. The share of hits here may be higher or lower than overall.
